Bioassay records deposited in PubChem by The Scripps Research Institute Molecular Screening Center.
M5 ag: CHRM5 agonism in calcium assay | P08912 | CHO-K1 hM5 cells, Fluo-8 calcium fluorescence; 0% DMSO wells, 100% maximal acetylcholine response | activation, % at 3 µM | hit rate 0.19% among 360,000 | AID 624037;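 active means activation above the run's mean over test compounds plus 3 SD, cut at about 23% in these data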;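 further: signal is peak over basal fluorescence ratio across the kinetic read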
M4 ag: agonists of human muscarinic M4 receptor (CHRM4); CHO-K1 hM4/Gqi5, Fluo-8 calcium fluorescence; vehicle 0%, full acetylcholine response 100%; activation, % at 3 µM; hit rate 0.14% among 360,000;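 active means activation above the run mean over all test wells plus 3 SD, cut at about 32% in these data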;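 further: peak over basal fluorescence ratio per well then scaled between controls; 0% = DMSO wells and 100% = acetylcholine at EC100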
Target sequence (P08173 whole entry, looked up): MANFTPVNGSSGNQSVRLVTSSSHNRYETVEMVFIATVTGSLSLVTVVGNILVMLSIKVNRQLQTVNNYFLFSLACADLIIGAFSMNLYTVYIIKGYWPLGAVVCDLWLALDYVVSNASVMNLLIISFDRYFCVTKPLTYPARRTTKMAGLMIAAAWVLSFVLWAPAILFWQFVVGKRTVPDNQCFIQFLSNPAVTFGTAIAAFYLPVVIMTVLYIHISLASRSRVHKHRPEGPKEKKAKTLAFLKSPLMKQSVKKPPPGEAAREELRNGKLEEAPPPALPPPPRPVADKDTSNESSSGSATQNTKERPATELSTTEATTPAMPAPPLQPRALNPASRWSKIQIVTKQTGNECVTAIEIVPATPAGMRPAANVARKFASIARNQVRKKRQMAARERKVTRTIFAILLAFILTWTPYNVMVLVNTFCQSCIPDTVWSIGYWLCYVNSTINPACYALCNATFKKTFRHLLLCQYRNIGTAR
M1 ag: activates human CHRM1 receptor; P11229; CHO-K1 hM1, Fluo-8 calcium fluorescence, agonist mode; 0% DMSO, 100% acetylcholine EC100; activation, % at 3 µM; hit rate 0.33% among 360,000; AID 588814;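 active means activation above the run's mean compound activation plus 3 SD, cut at about 16% in these data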;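 further: peak over basal fluorescence ratio within a 140 s kinetic read after compound addition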
Target sequence (P11229 whole entry, looked up): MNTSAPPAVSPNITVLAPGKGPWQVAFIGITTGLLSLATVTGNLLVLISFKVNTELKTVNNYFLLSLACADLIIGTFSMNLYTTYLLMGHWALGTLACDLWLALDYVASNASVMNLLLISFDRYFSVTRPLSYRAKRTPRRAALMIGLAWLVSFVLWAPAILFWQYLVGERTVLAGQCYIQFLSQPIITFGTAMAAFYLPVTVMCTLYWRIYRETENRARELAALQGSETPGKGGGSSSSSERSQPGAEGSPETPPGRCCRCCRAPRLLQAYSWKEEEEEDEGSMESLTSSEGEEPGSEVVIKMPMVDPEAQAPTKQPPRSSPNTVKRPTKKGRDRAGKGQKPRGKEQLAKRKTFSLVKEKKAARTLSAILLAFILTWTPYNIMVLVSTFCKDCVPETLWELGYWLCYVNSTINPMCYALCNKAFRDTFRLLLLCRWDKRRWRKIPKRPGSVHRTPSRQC
CHRM1 antagonist: antagonists of human M1 muscarinic receptor. P11229. CHO-K1 hM1, Fluo-8 calcium fluorescence, ACh EC80 antagonist. inhibition, % at 3 µM. hit rate 1.3% among 360,000. AID 588852;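 active means percent inhibition above its own plate's cutoff, namely the mean of that plate's compound wells plus 3 SD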;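 further: peak over basal fluorescence ratio during 140 s after agonist addition; 0% = ACh EC80 plus DMSO and 100% = DMSO alone without agonist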
TAAR1 ag: human TAAR1 agonism; hit rate 0.99% among 360,000; activation, % at 3 µM; CHO RD-HGA16 TAAR1, Fluo-8 calcium fluorescence; vehicle wells 0%, saturating PEA agonist 100%; Q96RJ0;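 active means activation above the mean activation of all test compounds in the run plus 3 SD, cut at about 38% in these data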
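System: CHO RD-HGA16 cells carrying human TAAR1 plus Gα16; Incubation: 17-24 h seeding, 75 min 37 °C dye, 30 min RT; Measured by: Fluo-8 fluorescence, 5 s baseline then 140 s kinetic read; Control set: DMSO and PEA EC100; Replication: single well for each compound.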
CHRM5 PAM: potentiates acetylcholine response at human M5 receptor; hit rate 0.3% among 360,000; AID 624038; P08912; CHO-K1 hM5, Fluo-8 calcium, ACh EC20 PAM; 0% = ACh EC20, 100% = ACh EC100; activation, % at 3 µM;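 active means activation above the run cutoff, the mean activation of all test compounds plus 3 SD, cut at about 18% in these data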
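system = human M5 receptor in CHO-K1 cells | reagent = EC20 acetylcholine as agonist stimulus | compound dosing = single-point, 3 µM nominal | incubation = Fluo-8 loading 80 min at 37 °C plus 30 min room temperature | detection = Fluo-8 calcium dye fluorescence, kinetic read | benchmarks = low control EC20 acetylcholine (0%), high control EC100 acetylcholine (100%)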
CHRM4 antagonist: antagonists of human muscarinic M4 receptor (CHRM4) | hit rate 0.73% among 360,000 | P08173 | inhibition, % at 3 µM | CHO-hM4 cells, ACh EC80, Fluo-8 calcium fluorescence;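 active means inhibition above its plate's cutoff, the mean inhibition of sample wells plus 3 SD, cut at about 27% in these data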;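 further: 0% = acetylcholine EC80 with DMSO and 100% = DMSO without agonist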
M5 antag: blocks acetylcholine activation of human M5 receptor. P08912. CHO-hM5 cells, Fluo-8 calcium fluorescence, ACh EC80. inhibition, % at 3 µM. hit rate 0.59% among 360,000. AID 624040;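 active means inhibition above a per-plate cutoff, the mean of that plate's test compounds plus 3 SD, cut at about 27% in these data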;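 further: 0% = acetylcholine EC80 with DMSO and 100% = DMSO without agonist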
CHRM1 PAM: positive allosteric modulators of human M1 muscarinic receptor | P11229 | CHO-K1 hM1, Fluo-8 calcium fluorescence, ACh EC20; 0% = ACh EC20, 100% = maximal ACh | activation, % at 3 µM | hit rate 0.088% among 360,000; in the data active means activation above about 19%, passing the limit was not always enough
* marks the source's active call; other numbers are inactive results; / = no result given. This is a subset (hit frequency here may not be typical).

SMILES	M5 ag	M4 ag	M1 ag	CHRM1 antagonist	TAAR1 ag	CHRM5 PAM	CHRM4 antagonist	M5 antag	CHRM1 PAM
COC(=O)Cc1ccc(OC(=O)CCS(=O)(=O)c2ccc(Cl)cc2)cc1	-3.4	0.8	-4.7	-5.2	0.5	8.2	-1.5	3.3	4.8
CCCNCc1cc(OC)c(OCc2ccccc2)cc1Br	-14.5	4.7	-4.4	-8.3	6.3	-0.6	4.5	1.4	3.9
O=C(NC(=S)Nc1ccccc1Br)c1ccc2c(c1)OCO2	-1.6	0.6	-2.5	16.4	2.7	-4.2	0.2	10.3	-4.2
COc1ccccc1/C=C(/C(=O)NCCCn1ccnc1)c1ccccc1	-8.8	-0.6	-6.8	2.8	3.9	4.0	-3.5	4.3	-0.7
O=C(NC(=S)Nc1cccc2cc(O)ccc12)c1ccco1	-2.2	5.8	6.3	-14.6	4.7	-3.4	-1.7	1.3	11.5
Fc1ccccc1OCCSc1nc2ccccc2o1	-7.1	0.0	-6.6	-9.3	4.4	0.9	-20.4	-7.0	-2.9
O=c1cc(-c2ccccc2)nc2nc(COc3ccccc3)[nH]n12	-0.3	1.6	-1.2	-9.5	2.3	-4.5	-20.2	-4.5	-3.7
COc1ccc(C(=O)CCC(=O)O)cc1	0.5	0.3	1.7	-11.8	0.2	-2.2	-6.2	8.2	19.5
CCc1ccc(Nc2cnn(-c3nc4ccccc4s3)c(=O)c2Cl)cc1	-5.5	2.3	-7.5	3.6	1.9	-13.9	-8.8	6.9	-8.6
NS(=O)(=O)c1ccc(N/N=C/c2cn(-c3ccccc3)nc2-c2cccs2)c([N+](=O)[O-])c1	0.1	0.1	1.3	-6.7	-0.2	4.4	-1.0	6.2	6.3
CCC(C)N(C(=O)CSc1nncn1C)C1CCS(=O)(=O)C1 (stereo not drawn)	0.6	0.1	-2.2	-5.8	0.5	4.1	-2.6	16.5	1.0
CN(C)Cc1ccccc1COc1ccccc1	-6.7	0.7	-3.4	-3.1	5.6	-0.8	-9.5	-6.9	5.2
COc1cccc(OC)c1CNC(=O)CCSCc1ccccc1F	-2.5	1.2	-4.1	-14.2	-0.8	0.5	-0.6	6.6	11.2
Cc1ccc2nc(NC(=O)CSCc3ccccc3)sc2c1	-3.1	0.1	6.8	-26.0	29.0	-0.8	6.3	5.3	13.7
COc1cc(OC)cc(C(=O)NCC(=O)Nc2ccc(-c3ccccc3)cc2)c1	-4.5	2.2	-2.9	-6.8	-0.4	-1.7	-26.9	-1.7	1.4
COc1ccc(C(CNC(=O)c2c(C)nn(Cc3ccccc3)c2Cl)N2CCOCC2)cc1 (stereo not drawn)	1.0	4.6	-3.2	4.2	2.6	-7.5	-9.3	-3.9	7.6
CC(NC(=O)CN1C(=O)c2ccccc2C1=O)c1ccccc1 (stereo not drawn)	-1.8	0.6	-2.2	-7.3	-0.5	4.4	-3.6	-1.8	15.6
Cc1nnc(Sc2cc(C(=O)NCCCOC(C)C)c3ccccc3n2)s1	2.0	2.9	-3.2	-23.1	3.3	10.5	-7.2	-14.1	7.3
CN1CCN(NC(=S)NC2CCCC2)CC1	-9.1	0.3	-9.1	-2.9	7.8	-1.6	-3.6	-4.7	5.0
CCOC(=O)C1(C)CCCN(C(=O)c2ccccc2C(F)(F)F)C1 (stereo not drawn)	0.8	0.4	-2.1	-10.6	-0.1	0.2	-10.9	-0.1	6.5
Cn1ncc(Cl)c1C(=O)N1CCN(C(=O)c2ccco2)CC1	-0.2	0.6	-5.4	-9.7	2.1	9.5	-0.9	-14.0	7.5
O=C(O)CCC1=C2c3ccccc3CCN2C(=O)CC1	-3.2	1.3	-4.3	-8.7	15.9	3.2	9.1	-5.4	4.6
C/C(=N/NC(=O)c1cc(-c2ccc(Br)s2)[nH]n1)c1ccco1	-4.3	1.6	0.1	0.8	9.5	-3.6	-5.4	5.1	4.7
CSCCC(NS(=O)(=O)c1cccc(C(F)(F)F)c1)C(=O)N(C)CCOc1ccc(Cl)cc1 (stereo not drawn)	1.3	2.5	-2.9	10.3	2.5	-0.4	6.5	7.1	-0.1
O=c1c2ccccc2cnn1Cc1nnc(-c2cccs2)o1	-2.9	0.3	-3.6	-11.9	-0.4	0.8	-2.1	6.1	13.3
CCOc1ccc(NC(=O)CSCc2cnn(-c3ccccc3)c2-n2cccc2)cc1	-6.3	0.4	-5.5	-0.7	0.3	-8.7	-16.9	4.0	-3.5
Cc1nc2ccc(S(=O)(=O)NC(CC(C)C)C(=O)O)cc2s1 (stereo not drawn)	-0.6	0.1	-1.4	-27.4	10.8	4.1	1.4	-7.6	-3.5
Cc1cc(C)nc(SCC(=O)NNC(=O)c2ccccc2C)n1	0.9	0.4	-2.5	-14.1	-0.4	9.9	9.6	-5.5	18.2
CN(C(=O)c1cccc(Cl)c1)C1CCCN(Cc2ccccc2F)C1 (stereo not drawn)	-1.4	-0.3	-9.5	-7.4	6.9	-0.5	-8.6	0.2	2.5
O=c1[nH]nc(Cc2ccc(-c3cccc(Cl)c3)o2)c2ccccc12	0.9	1.1	-3.1	19.2	13.0	-5.8	2.1	1.8	-2.7

Six structures already listed, arranged by count of non-hydrogen atoms, lowest first:
SMILES	M5 ag	M4 ag	M1 ag	CHRM1 antagonist	TAAR1 ag	CHRM5 PAM	CHRM4 antagonist	M5 antag	CHRM1 PAM
CN1CCN(NC(=S)NC2CCCC2)CC1	-9.1	0.3	-9.1	-2.9	7.8	-1.6	-3.6	-4.7	5.0
Cn1ncc(Cl)c1C(=O)N1CCN(C(=O)c2ccco2)CC1	-0.2	0.6	-5.4	-9.7	2.1	9.5	-0.9	-14.0	7.5
CC(NC(=O)CN1C(=O)c2ccccc2C1=O)c1ccccc1 (stereo not drawn)	-1.8	0.6	-2.2	-7.3	-0.5	4.4	-3.6	-1.8	15.6
CCOC(=O)C1(C)CCCN(C(=O)c2ccccc2C(F)(F)F)C1 (stereo not drawn)	0.8	0.4	-2.1	-10.6	-0.1	0.2	-10.9	-0.1	6.5
Cc1nnc(Sc2cc(C(=O)NCCCOC(C)C)c3ccccc3n2)s1	2.0	2.9	-3.2	-23.1	3.3	10.5	-7.2	-14.1	7.3
COc1ccc(C(CNC(=O)c2c(C)nn(Cc3ccccc3)c2Cl)N2CCOCC2)cc1 (stereo not drawn)	1.0	4.6	-3.2	4.2	2.6	-7.5	-9.3	-3.9	7.6

Other entries follow:
SMILES	M5 ag	M4 ag	M1 ag	CHRM1 antagonist	TAAR1 ag	CHRM5 PAM	CHRM4 antagonist	M5 antag	CHRM1 PAM
COC(=O)c1cc(S(=O)(=O)NCC(C)c2ccccc2)c[nH]1 (stereo not drawn)	4.2	12.5	1.4	-11.9	6.3	-8.1	-14.5	-0.1	2.4
Cc1ccccc1C1=N/C(=C/c2cccnc2)C(=O)O1	-1.6	-0.3	-5.8	-4.4	2.0	-8.6	10.4	16.9	6.7
CCS(=O)(=O)n1c(Cc2cccs2)nc2ccccc21	2.6	3.9	-3.0	-15.4	3.4	-4.4	4.0	13.2	12.9
O=C(N/N=C/c1c(Cl)cccc1Cl)c1cccc(F)c1	1.0	-0.3	-4.8	-0.6	/	0.0	1.2	-3.1	3.2
CC(=O)N(/N=C/c1cccc(C)c1)c1nc(-c2ccc(Br)cc2)cs1	1.0	0.6	-1.8	-10.8	6.5	1.9	-11.6	0.7	12.5
Cc1ccc(Cn2c(-n3nc(C)cc3C)nc3c2c(=O)[nH]c(=O)n3C)cc1	1.3	0.2	-1.4	-3.6	16.9	-3.0	-1.6	4.2	0.1
Cc1ccc(C(=O)NNC(=O)CSc2nnc3c(n2)[nH]c2ccc(F)cc23)cc1	-2.0	0.6	-5.3	0.5	3.5	9.1	-3.6	-8.2	-1.1
O=C1CNC(=S)N1CCCc1ccccc1	-7.0	-0.3	-4.0	-4.3	/	5.5	6.5	-7.2	2.3
O=C1NC(=O)/C(=C\c2ccc(Br)o2)S1	1.3	3.4	-1.0	-10.3	5.5	1.5	-0.5	4.3	6.4
Cc1ccc(NS(=O)(=O)c2ccc(-n3cccn3)cc2)cc1F	5.0	11.9	1.1	10.1	2.5	-5.5	7.1	13.5	-6.7
COc1ccc(NC(=O)C2c3ccccc3OCC(=O)N2Cc2cccnc2)cc1 (stereo not drawn)	3.1	1.7	/	/	0.2	-3.6	-6.5	-5.3	/
NC(=O)N/N=C/c1c(Sc2nnnn2-c2ccccc2)nc2ccccn2c1=O	0.3	0.6	-2.9	-12.4	0.7	3.5	-2.0	0.9	12.1
CN1CCCC1=Nc1c2c(nc3ccccc13)N(C)CC2	-3.6	0.8	-8.5	-0.2	2.1	1.6	-2.5	-1.3	3.2
CC(=O)Nc1ccc(NC(=O)C(C)OC(=O)C23CC4CC(CC(Cl)(C4)C2)C3)cc1 (stereo not drawn)	7.6	4.8	-0.3	10.6	6.9	-0.9	0.9	12.6	-4.6
O=C(/C=C\c1ccco1)Nc1cc([N+](=O)[O-])ccc1F	0.7	0.8	-8.0	-3.7	0.0	2.7	2.4	-1.1	9.3
COc1ccc(OC)c(C2c3c(oc4ccccc4c3=O)C(=O)N2CCCN(C)C)c1 (stereo not drawn)	-2.0	1.1	-3.5	-10.4	10.1	-0.4	9.0	-1.3	7.9
COc1cc(C(C)=O)ccc1OCC(=O)N(CCC1=CCCCC1)c1c(N)n(Cc2ccccc2)c(=O)[nH]c1=O	0.0	0.1	-4.8	-8.0	1.7	5.4	-9.0	-11.6	5.5
Cc1ccc(C2C3=C(CC(C)(C)CC3=O)Nc3onc(C)c32)cc1 (stereo not drawn)	-8.9	0.1	-5.2	-6.4	3.7	-1.1	0.1	-2.5	3.7
O=C(CCS(=O)(=O)c1cc(Br)cc2c1N(C(=O)C1CC1)CC2)NCC1CCCO1 (stereo not drawn)	-1.2	0.3	-1.8	-4.1	17.9	7.4	1.4	-0.8	4.8
CCOC(=O)c1cc(CN2CCOCC2)oc1-c1ccccc1	-3.7	0.9	-3.4	-8.2	7.2	-3.1	1.5	-2.7	6.3
Cc1ccc(S(=O)(=O)N2CCN(C(=O)CCCOc3ccc(Cl)cc3C)CC2)cc1	-2.6	7.7	-2.1	-0.1	0.2	-5.1	-14.2	5.8	0.3
CS(=O)CC(O)(c1ccc(F)cc1)C1CC1 (stereo not drawn)	-1.0	0.0	-2.2	-5.8	0.9	-1.2	1.3	0.1	1.4
CC(C)C(NC(=O)COc1ccc2ccccc2c1)C(=O)N/N=C/C=C/c1ccccc1 (stereo not drawn)	-3.3	1.4	-3.8	-7.0	1.1	-3.8	-25.9	2.7	-0.1
CC1CN(C(=O)/C=C/c2ccc([N+](=O)[O-])s2)CC(C)O1 (stereo not drawn)	-2.5	-0.1	-6.7	-1.1	0.2	-0.1	3.8	2.3	6.3
O=S(=O)(Cc1ccccc1)N1CCN(Cc2ccc3c(c2)OCO3)CC1	-11.5	4.8	-1.9	-6.8	6.4	2.6	-6.5	-0.2	10.9
Clc1ccc2noc(-c3ccccc3)c2c1	0.7	1.1	-0.6	-1.9	2.3	0.1	0.5	-1.3	-0.2
